Screening data from PubChem BioAssay.
GLD-1 RNA inh = GLD-1-TGE RNA interaction inhibition (C. elegans); Q17339; purified GLD-1 + fluorescein TGE RNA, fluorescence polarization; inhibition, % at 5.96 µM; 0.44% of 320,000 active;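 active means percent inhibition above a per-plate cutoff, the plate mean of test compounds plus 3 SD, cut at about 30% in these data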;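 further: 0% = DMSO wells with GLD-1 and probe and 100% = wells lacking GLD-1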
Bcl-xL primary = inhibitors of human Bcl-xL. inhibition, % at 10.9 µM. GST-Bcl-xL / FITC-Bim BH3 peptide fluorescence polarization. Q07817. AID 2129. 0.7% of 320,000 active;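 active means inhibition above the mean of all tested compounds plus 3 SD, cutoff set per campaign, cut at about 30% in these data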;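 further: 0% = DMSO wells and 100% = unlabeled Bim-BH3 peptide competitor; inhibitors lower millipolarization by displacing the labeled peptide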
Target sequence (Q07817 whole entry, looked up): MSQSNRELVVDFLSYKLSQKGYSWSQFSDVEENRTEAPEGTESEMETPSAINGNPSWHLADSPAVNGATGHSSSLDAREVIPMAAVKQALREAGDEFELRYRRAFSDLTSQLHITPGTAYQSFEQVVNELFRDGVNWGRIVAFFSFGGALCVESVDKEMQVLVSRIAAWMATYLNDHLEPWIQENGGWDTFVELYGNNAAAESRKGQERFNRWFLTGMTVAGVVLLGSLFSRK
pPAFAH FP inh = pPAFAH (human) enzyme inhibition; recombinant pPAFAH, FP-rhodamine probe fluorescence polarization; AID 463082; Q13093; 1.5% of 330,000 active; inhibition, % at 3.39 µM;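 active means inhibition above the mean inhibition across the screen plus 3 SD, cut at about 25% in these data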;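 further: inhibitors block binding of the rhodamine activity-based probe so polarization drops; 0% = enzyme with DMSO and 100% = wells lacking pPAFAH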
Fam108B counter = blocks mouse Fam108B hydrolase in RBBP9 counter-screen | inhibition, % at 9.51 µM | AID 1947 | 0.33% of 300,000 active | recombinant Fam108B, FP-Rh probe fluorescence polarization;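 active means inhibition above the screen mean inhibition plus 3 SD, computed separately per campaign, cut at about 18% in these data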;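 further: inhibitors lower polarization as less probe binds the enzyme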
PME-1 primary = blocks human protein phosphatase methylesterase 1 | 0.53% of 320,000 active | recombinant PME-1, FP-Rh probe fluorescence polarization | AID 2130 | Q9Y570 | inhibition, % at 5.9 µM;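 active means inhibition above the campaign mean of all compounds plus 3 SD, cut at about 26% in these data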;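 further: competitive labeling of PME-1 active site by serine hydrolase directed probe; 0% = PME-1 with DMSO and 100% = wells lacking PME-1 enzyme; inhibitors block probe labeling so polarization falls and inhibition rises; many of its hits are not listed in these tables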
PAFAH1B2 FP inh = PAFAH1B2 (human) inhibition. 1.2% of 340,000 active. inhibition, % at 3.39 µM. recombinant PAFAH1B2, FP-rhodamine activity probe, fluorescence polarization. AID 492953. P68402;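 active means inhibition above the mean of all tested compounds plus 3 SD, cut at about 24% in these data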;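 further: 0% = enzyme with DMSO and 100% = wells lacking PAFAH1B2; many of its hits are not listed in these tables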
Target sequence (P68402 whole entry, looked up): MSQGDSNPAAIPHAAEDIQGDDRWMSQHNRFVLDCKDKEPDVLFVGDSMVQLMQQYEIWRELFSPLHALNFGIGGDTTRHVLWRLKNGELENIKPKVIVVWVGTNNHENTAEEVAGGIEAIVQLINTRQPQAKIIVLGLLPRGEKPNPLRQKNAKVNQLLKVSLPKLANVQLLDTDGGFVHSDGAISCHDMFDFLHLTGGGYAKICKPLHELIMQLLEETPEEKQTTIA
AHR activator = activates the human aryl hydrocarbon receptor; P35869; AHR-responsive luciferase reporter cells, luminescence; activation, % at 5 µM; 2.5% of 320,000 active; AID 2796; in the data active means activation above about 47%;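 further: 0% = vehicle wells and 100% = reference agonist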
MCL1-BIM inh = disrupts human MCL1 binding to BIM-BH3 peptide | GST-MCL1 / FITC-Bim-BH3 fluorescence polarization | AID 2057 | Q07820 | inhibition, % at 10.9 µM | 0.68% of 320,000 active;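 active means inhibition above the mean inhibition of all tested compounds plus 3 SD, set per campaign, cut at about 40% in these data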;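 further: 0% = DMSO wells and 100% = unlabeled Bim-BH3 peptide control; higher means more loss of mP so more displacement of Bim peptide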
MEX-5 binding = C. elegans MEX-5 TCR-2 RNA binding activity; MEX-5/FITC-TCR2 RNA binding, fluorescence polarization; active compounds read low; 0.38% of 300,000 active; activity score (negative = inhibition of binding), % at 10 µM; Q9XUB2;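 active means inhibition past about -25% in most replicates, and total fluorescence under double the plate's negative control median, limit read from the data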;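 further: 0% = DMSO and -100% = 5 µM competing unlabeled TCR2 RNA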
Target sequence (Q9XUB2 whole entry, looked up): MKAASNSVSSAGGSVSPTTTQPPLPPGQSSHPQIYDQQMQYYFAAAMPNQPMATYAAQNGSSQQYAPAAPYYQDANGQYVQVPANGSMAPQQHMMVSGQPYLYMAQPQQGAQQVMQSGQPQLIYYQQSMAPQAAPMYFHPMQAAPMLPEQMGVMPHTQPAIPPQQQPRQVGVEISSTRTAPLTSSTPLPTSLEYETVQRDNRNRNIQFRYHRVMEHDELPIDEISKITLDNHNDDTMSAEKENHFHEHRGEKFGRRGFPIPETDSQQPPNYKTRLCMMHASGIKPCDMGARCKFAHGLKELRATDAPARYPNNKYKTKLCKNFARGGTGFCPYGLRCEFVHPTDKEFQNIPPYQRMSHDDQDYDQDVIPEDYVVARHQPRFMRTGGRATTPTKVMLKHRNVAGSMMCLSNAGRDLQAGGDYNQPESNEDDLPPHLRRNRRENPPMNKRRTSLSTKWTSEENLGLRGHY
Starred values were filed as active, the others as inactive; · = not tested or not shown.

nr	smiles	GLD-1 RNA inh	Bcl-xL primary	pPAFAH FP inh	Fam108B counter	PME-1 primary	PAFAH1B2 FP inh	AHR activator	MCL1-BIM inh	MEX-5 binding
1	COc1cc(CCC(=O)Nc2cc(Cl)ccc2N2CCN(C)CC2)cc(OC)c1OC	8	3	1	4	-3	4	0	3	-1.2
2	CCOC(=O)c1ccc(Oc2nc(SC)nc(N(C)C)n2)cc1	-7	2	4	0	2	-3	1	2	-0.3
3	CCO[C@H]1OC(C(N)=O)=C[C@@H](C2CCCCC2)[C@@H]1CCCO	-6	0	0	1	-3	11	-1	3	-0.6
4	COc1ccc2[nH]c(C(=O)N3CCC(CO)(Cc4cccc(C(F)(F)F)c4)CC3)c(C)c2c1	-3	0	11	5	4	3	2	5	0.3
5	CCOC(=O)N1CCC2(CC1)C(C#N)=C(N)OC1=C2C(=O)CCC1	1	4	4	1	1	1	-1	3	1.3
6	COc1ccccc1C(=O)N1c2ccccc2Sc2ccccc21	5	4	7	1	1	4	5	6	·
7	Cc1ccc(C2=CC(c3cccs3)n3nnnc3N2)cc1 (stereo unspecified)	9	5	2	5	2	3	42	6	-0.6
8	C/C(=N\NC(=O)c1csc2ccccc12)c1ccc(O)cc1	-3	0	-1	5	-14	1	12	3	-2.3
9	CCCCn1c(SCC(=O)NCc2cccs2)nc2c1c(=O)n(C)c(=O)n2C	0	-1	5	-2	5	-1	5	-1	-0.3
10	COc1ccc2oc(=O)c(/C(N)=N/NC(=O)c3ccncc3)cc2c1	-9	4	1	1	2	2	4	2	-8.0
11	CC(=O)N/C(=C/c1ccc2c(c1)OCO2)C(=O)N1CCOCC1	0	-11	2	1	-3	2	-2	-15	-0.3
12	O=C(O)c1cc(S(=O)(=O)N2CCCCCC2)ccc1Cl	13	1	-5	-2	-1	15	0	6	-1.8
13	O=S(=O)(NNC(=S)NCC1CCCO1)c1cc(Cl)ccc1Cl (stereo unspecified)	0	5	2	-1	6	4	1	10	0.9
14	CCCCN(C(=O)c1cccc(S(=O)(=O)N2CCOCC2)c1)c1c(N)n(CCC)c(=O)[nH]c1=O	7	-8	-4	0	-2	-2	3	-6	1.4
15	Cc1ccc(C)c(NC(=O)CN(C)C(=O)COc2cccc3c2OC(C)(C)C3)c1	1	-12	0	1	-1	1	3	-17	0.9
16	CCN(CC(=O)Nc1c(F)cccc1F)C(=O)CSCC(=O)Nc1cccc(C)c1	2	-1	1	4	7	5	-2	0	2.4
17	CC(=O)Nc1ccc(S(=O)(=O)N2c3ccccc3C(C)=CC2(C)C)cc1	-6	0	8	-4	8	0	-1	-10	1.8
18	C=CCN1C(=O)C(C)(C)Nc2ccccc21	3	5	1	0	-3	-6	0	4	0.0
19	O=C(CSCc1nc2scc(-c3cccs3)c2c(=O)[nH]1)Nc1ccccn1	-2	11	9	4	5	0	7	18	2.5
20	O=C(Oc1ccccc1N1C(=O)C2CCCCC2C1=O)c1ccccc1F (stereo unspecified)	-1	4	12	0	0	-3	30	-6	-2.2
21	O=C(Nc1ccccc1)c1cccc(S(=O)(=O)NC2CCCC2)c1	5	2	4	-1	3	4	11	0	1.2
22	Cn1c(SCc2cccc([N+](=O)[O-])c2)nc2c(c1=O)SCC2	12	8	9	3	1	4	1	-3	0.9
23	CN(Cc1ccc(F)cc1)C(=O)COc1ccc2ccccc2c1	-2	0	2	3	-2	12	10	7	-0.9
24	COc1cccc2cc(NC(=O)C3CCCCC3)c(=O)oc12	1	6	3	0	5	5	-3	12	0.2
25	Cc1cc(C(=O)OCC(=O)Nc2ccc(F)c(F)c2)c(C)o1	6	2	17	3	-2	3	1	2	0.8
26	COc1cc(C(=S)N2CCCCC2)ccc1OCC(=O)N1CCCC1	-3	4	-1	-1	-3	8	-3	11	0.6
27	COc1ccc(NC(=O)c2cc(-c3ccccc3)nc3c2c(C)nn3-c2ccccc2)c(OC)c1	2	1	2	-2	-2	-3	2	2	-0.2
28	COc1ccc(-c2c(-c3ccc(OC)cc3O)nc(C)nc2C(F)(F)F)cc1	-3	-2	0	2	0	0	3	0	0.9
29	Cc1ccc(OCCCC(=O)Nc2cc(Cl)ccc2-n2cncn2)cc1	-1	-5	8	2	-6	5	9	-9	0.4
30	COc1ccc(S(=O)(=O)NCC2CCCN(C(=O)CCSC)C2)cc1 (stereo unspecified)	3	1	4	-3	-4	3	-2	7	1.6
31	Cc1cc(F)ccc1NC(=O)c1ccc(NS(=O)(=O)c2cc(C(C)(C)C)ccc2C)cc1	3	5	25*	-18	-24	-10	0	2	0.5
32	COC(=O)c1ccc(Oc2c(C)oc3c(CN4CCN(C)CC4)c(O)ccc3c2=O)cc1	0	-2	-1	1	2	-3	3	3	2.9
33	CNC(=S)Nc1cccc([N+](=O)[O-])c1	9	6	-2	-5	-3	5	4	-2	2.0
34	O=C(Nc1ccccc1)Nc1ccc(C(=O)N2CCCC2)cc1	6	0	4	-5	3	4	-2	-2	-0.6
35	Cc1ccc(C(C)NC(=O)c2cccs2)cc1 (stereo unspecified)	4	4	5	2	2	24	-2	-4	·
36	CCCOc1cccc(C2C(C(=O)c3cccs3)=C(O)C(=O)N2CCN2CCOCC2)c1 (stereo unspecified)	3	7	2	-6	3	1	1	4	0.5
37	CCOC(=O)CN=C(NS(=O)(=O)c1ccc(Cl)cc1)c1ccccc1	-3	-6	3	-3	-7	1	2	-9	1.4
38	CC(=O)NC1=NC(=O)/C(=C/c2cc(C)n(-c3ccc(NC(C)=O)cc3)c2C)S1	-61	-17	16	-3	-8	0	4	-31	4.0
39	O=C(CSc1nccc(=O)[nH]1)Nc1cccc2ccccc12	4	-1	2	0	7	-2	-1	-2	-1.4
40	CCCCn1c(SCC(=O)NNC(=O)c2ccco2)nnc1-c1ccco1	1	-6	2	0	-2	·	2	2	0.0
41	CSCCC(NS(=O)(=O)c1ccc2c(c1)oc(=O)n2C)C(=O)NCc1ccc(C)cc1 (stereo unspecified)	-1	3	2	1	1	-2	1	1	-0.4
42	COc1ccc(OC)c(NC(=O)Cn2cccc2)c1	5	1	3	3	1	3	2	0	1.3
43	CCN(CC)CCCNC(=O)Cn1nc([N+](=O)[O-])c(Cl)c1C	-7	-1	2	-1	-1	2	-1	6	1.8
44	CN(CC(=O)Nc1ccccc1Cl)C(=O)CSc1nnc(-c2ccco2)o1	-3	4	2	4	-2	-8	0	4	-0.8
45	Cc1ccc(NC(=O)c2ccc(F)cc2F)cc1NS(C)(=O)=O	1	1	-1	-1	3	·	61*	-1	-1.0
46	Cc1ccc(C(=O)NNC(=O)c2cc(C)nc3ccccc23)cc1	1	-11	1	·	1	6	8	-29	·
47	O=C(O)CSc1nnc(NC(=O)c2ccc3c(c2)OCO3)s1	2	2	3	8	-2	1	-9	-10	1.9
48	COC(OC)c1ccnc(SCc2ccccc2Cl)n1	5	2	0	-1	-1	6	-2	2	·
49	COc1ccccc1N1C(=O)c2cccnc2C1=O	5	4	1	-2	-3	4	1	6	-0.5
50	CSCCC(NC(=O)c1ccc(Cl)cc1Cl)C(=O)NNC(=O)c1csc(N2CCOCC2)n1 (stereo unspecified)	1	7	3	-2	3	-2	-1	12	1.1
51	COc1ccc(C(O)(CCc2ccccc2)CCN2CCCCC2)cc1 (stereo unspecified)	0	2	2	0	3	·	-1	-6	-1.4
52	CCc1nnc(NC(=O)C(C)C)s1	6	4	0	-2	-7	6	-2	0	-1.7
53	COc1cc(C(C(=O)NC2CCCCC2)N(Cc2cccs2)C(=O)Cc2c[nH]c3ccccc23)cc(OC)c1OC (stereo unspecified)	-9	5	2	-1	0	0	1	4	-1.3
54	CCCCn1c(C)nc2cc(S(=O)(=O)N3CCOCC3)ccc21	4	1	9	·	0	5	4	-8	·
55	O=c1c2[nH]c3ccccc3c2nc2n1CCCS2	-6	0	7	-1	0	·	66*	-8	0.7
56	Cc1cccc(C(=O)N2CCc3cc(-c4nc(NC(=O)Cn5nnc6ccccc6c5=O)sc4C)ccc32)c1	-1	3	-3	-19	-22	·	-2	7	0.9
57	O=C(Nc1cccc(S(=O)(=O)NC2=NCCCCC2)c1)C1COc2ccccc2O1 (stereo unspecified)	-6	1	-2	1	-1	2	1	0	-0.3
58	Oc1cncc(Cc2ccccc2)c1	4	2	2	-2	-3	7	1	8	-1.0
59	O=C(/C=C/c1ccc(S(=O)(=O)N2CCOCC2)cc1)N1CCN(c2ccc(F)cc2)CC1	3	-2	15	-8	0	6	1	0	-1.1
60	COC(=O)Nc1nc2c(s1)CCCC2	5	3	-4	-1	3	0	7	3	·

Next entries follow:
nr	smiles	GLD-1 RNA inh	Bcl-xL primary	pPAFAH FP inh	Fam108B counter	PME-1 primary	PAFAH1B2 FP inh	AHR activator	MCL1-BIM inh	MEX-5 binding
61	COc1cc(CN2CCC(C(=O)NC3CCCC3)CC2)cc(OC)c1O	-3	7	3	1	-3	5	0	1	-0.7
62	COc1cccc(NC(=O)C2CC(=O)n3cnnc3S2)c1 (stereo unspecified)	-8	8	0	3	4	3	2	11	·
63	CCc1ccccc1NC(=O)C1CCCN1C(=O)Nc1ccc(C)cc1 (stereo unspecified)	-1	4	4	0	2	2	1	8	-0.6
64	CCOC(=O)C1CCCN(c2nc(C)nc3c2oc2ccccc23)C1 (stereo unspecified)	4	1	13	-6	-5	1	7	-5	1.2
65	COc1ccc(C2=Nn3c(nnc3-c3ccccn3)SC2)cc1OC	10	12	6	0	2	4	7	1	1.6
66	COc1ccc(O[C@H]2C=C[C@@H](c3ccccc3)O[C@@H]2COC(=O)CC/C(C)=N/O[C@H](C)c2cn([C@@H]3COC[C@H]3O)nn2)cc1	-2	13	10	-1	-2	·	0	2	1.7
67	O=C(CCC1CCCCC1)NCc1ccccn1	0	5	2	6	-3	0	2	2	0.8
68	Cc1cccc(C(=O)N[C@H](C(=O)Nc2nc3ccccc3[nH]2)C(C)C)c1	-1	-9	1	4	-3	8	18	5	1.8
69	CC(C)CNS(=O)(=O)c1ccc(CCC(=O)Nc2cc(Cl)ccc2Oc2ccccc2)cc1	-1	4	-6	-18	-27	-2	4	-2	-2.9
70	COC(=O)[C@]1(Cc2ccccc2)N[C@H](c2ccc(-c3ccc(Cl)c(Cl)c3)cc2)[C@@H]2C(=O)N(C)C(=O)[C@@H]21	2	12	1	-4	-4	0	4	8	-0.6
71	O=C(NCc1ccco1)c1cnn2cccnc12	2	8	9	4	5	1	2	8	0.6
72	O=C(c1cccc(Cl)c1)N1CCN(C2CCCCC2)CC1	0	8	-4	5	-5	4	4	4	-0.6
73	N#Cc1c(F)cccc1NCCCn1ccnc1	-4	-1	3	0	-5	-7	24	3	0.0
74	CCCN(CC(=O)Nc1ccccc1OC)C(=O)CCC(=O)c1ccc(Cl)s1	0	-1	2	·	-2	-1	3	-1	·
75	COCCCNC(=O)Cn1c(=O)n(Cc2ccccc2Cl)c(=O)c2cc(OC)c(OC)cc21	-1	9	-1	4	-6	6	0	13	-1.2
76	Cc1cc(Br)ccc1NC(=O)CNC(=O)CSc1ncccn1	-5	3	0	·	1	2	5	4	·
77	NC(=O)CC1(CC(=O)O)CCCCC1	4	0	-5	2	-4	0	1	-1	0.4
78	Cc1cc(C(=O)N/N=C/c2cccn2C)no1	4	7	6	2	-3	-2	3	3	-2.6

These rows are one share of the data, so the mix of outcomes need not match the whole.
